Assay outcomes from PubChem BioAssay.
USP17 inh: blocks human USP17 ubiquitin-rhodamine cleavage | purified USP17, Ub-rhodamine cleavage fluorescence, 3 h | inhibition, % at 50 µM | 47,000 compounds, 6.5% hits
USP30 inh: inhibitors of human USP30 deubiquitinase | inhibition, % at 25 µM | purified USP30, Ub-rhodamine cleavage fluorescence | 47,000 compounds, 5.3% hits | AID 1645860
Target sequence (Q70CQ3 whole entry, looked up): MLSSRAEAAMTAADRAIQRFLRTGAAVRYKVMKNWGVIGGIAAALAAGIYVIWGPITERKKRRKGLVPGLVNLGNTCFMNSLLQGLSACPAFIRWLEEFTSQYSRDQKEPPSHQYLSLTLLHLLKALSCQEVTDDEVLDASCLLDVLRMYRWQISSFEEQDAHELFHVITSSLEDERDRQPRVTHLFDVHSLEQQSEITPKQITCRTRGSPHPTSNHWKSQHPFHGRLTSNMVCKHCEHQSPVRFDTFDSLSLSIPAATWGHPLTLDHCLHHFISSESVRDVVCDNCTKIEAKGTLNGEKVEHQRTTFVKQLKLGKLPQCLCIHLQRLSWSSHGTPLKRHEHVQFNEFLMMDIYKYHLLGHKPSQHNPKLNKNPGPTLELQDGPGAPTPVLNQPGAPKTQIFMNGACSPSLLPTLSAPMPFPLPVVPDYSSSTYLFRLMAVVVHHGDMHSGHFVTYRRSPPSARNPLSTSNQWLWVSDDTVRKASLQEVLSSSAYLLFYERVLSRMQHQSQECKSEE
USP7 block: blocks human USP7 ubiquitin-rhodamine cleavage; Q93009; purified USP7, Ub-rhodamine cleavage fluorescence; inhibition, % at 20 µM; 47,000 compounds, 0.3% hits; AID 1645854
USP28 inh: blocks human USP28 ubiquitin-rhodamine cleavage; AID 1645857; 47,000 compounds, 3% hits; purified USP28, Ub-rhodamine cleavage fluorescence, 30 min; inhibition, % at 25 µM
USP10 inh: inhibitors of human USP10 deubiquitinase | Q14694 | purified USP10, Ub-rhodamine fluorescence, 60 min | inhibition, % at 20 µM | 47,000 compounds, 1.1% hits | AID 1645856
UCHL1 block: human UCHL1 deubiquitinase inhibition | 47,000 compounds, 0.2% hits | inhibition, % at 20 µM | purified UCHL1, Ub-rhodamine cleavage fluorescence | AID 1645859 | P09936
OTUD3 block: inhibitors of human OTUD3 deubiquitinase; Q5T2D3; purified OTUD3, Ub-rhodamine fluorescence, 2 h; inhibition, % at 25 µM; 47,000 compounds, 0.7% hits; AID 1645858
Target sequence (Q5T2D3 whole entry, looked up): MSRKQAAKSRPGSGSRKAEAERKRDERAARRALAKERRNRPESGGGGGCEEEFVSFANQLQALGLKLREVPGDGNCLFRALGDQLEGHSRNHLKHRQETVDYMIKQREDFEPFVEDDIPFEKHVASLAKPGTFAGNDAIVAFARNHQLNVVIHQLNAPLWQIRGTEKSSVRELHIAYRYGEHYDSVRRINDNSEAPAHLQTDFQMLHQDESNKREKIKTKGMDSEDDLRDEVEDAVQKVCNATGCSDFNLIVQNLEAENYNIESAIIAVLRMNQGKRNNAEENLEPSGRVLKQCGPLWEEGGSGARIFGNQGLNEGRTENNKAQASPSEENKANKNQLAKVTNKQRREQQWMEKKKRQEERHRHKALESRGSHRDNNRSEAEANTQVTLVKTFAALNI
USP8 block: blocks human USP8 ubiquitin-rhodamine cleavage; P40818; purified USP8, Ub-rhodamine cleavage fluorescence, 30 min; inhibition, % at 20 µM; 47,000 compounds, 4.2% hits
An asterisk follows results filed as active. Cut-off read from the data, not from the text of the source: active = inhibition above about 30%; inactive = the rest.

What do the screens show for `COc1ccc(C)cc1NC(=O)N1C[C@@H]2C[C@H]1C[C@@H]2NS(=O)(=O)c1ccccc1`?
USP17 inh: -24; USP30 inh: -77; USP7 block: -10; USP28 inh: -24; USP10 inh: -12; UCHL1 block: -11; OTUD3 block: -19; USP8 block: -2

What do the screens show for `COc1ccc(CNC(=O)CCn2c(=O)c3sccc3n(Cc3cccc([N+](=O)[O-])c3)c2=O)cc1`?
USP17 inh: 11; USP30 inh: 13; USP7 block: 0; USP28 inh: 11; USP10 inh: 2; UCHL1 block: -1; OTUD3 block: 14; USP8 block: -29

How did COc1ccc(Cl)c2sc(N3CCN(C(=O)c4ccn(C)n4)CC3)nc12 do in these assays?
USP17 inh: 47*; USP30 inh: -34; USP7 block: -27; USP28 inh: 11; USP10 inh: -4; UCHL1 block: 4; OTUD3 block: 6; USP8 block: 12

Results for Cc1ccc(-c2ccnc(-c3ccc(OCc4ccc([N+](=O)[O-])cc4)cc3)n2)cc1 ?
USP17 inh: 3; USP30 inh: 16; USP7 block: 4; USP28 inh: 0; USP10 inh: -2; UCHL1 block: 3; OTUD3 block: 5; USP8 block: -21

What do the screens show for `O=C(Nc1cccc(Cl)c1)c1nc2c(s1)CCN(C(=O)c1cccnc1)CC2`?
USP17 inh: -8; USP30 inh: -8; USP7 block: -14; USP28 inh: -3; USP10 inh: -4; UCHL1 block: 0; OTUD3 block: -11; USP8 block: -1

What do the screens show for `CC(=O)Nc1ccc(C(=O)CSc2nc3ccc(C)cc3[nH]2)cc1`?
USP17 inh: 12; USP30 inh: -41; USP7 block: 5; USP28 inh: 14; USP10 inh: -1; UCHL1 block: -2; OTUD3 block: -3; USP8 block: -36

Results for Cc1nc(C2CCCNC2)nc2c1CC(=O)N2CCc1ccccc1F (stereo unspecified) ?
USP17 inh: 5; USP30 inh: -11; USP7 block: -4; USP28 inh: -3; USP10 inh: -4; UCHL1 block: -3; OTUD3 block: -12; USP8 block: -1

How did CC(C)(C)OC(=O)NCc1ccc(C(=O)Nc2ccc(CN3CCOCC3)cc2)cc1 do in these assays?
USP17 inh: -6; USP30 inh: -26; USP7 block: 1; USP28 inh: -9; USP10 inh: -1; UCHL1 block: -1; OTUD3 block: -9; USP8 block: -13

Results for COc1ccc(CN2C(=O)c3cc4occc4n3CC2(C)C(=O)NC2CCCCC2)cc1 (stereo unspecified) ?
USP17 inh: -2; USP30 inh: -27; USP7 block: -10; USP28 inh: -5; USP10 inh: -4; UCHL1 block: -1; OTUD3 block: -7; USP8 block: -1

What do the screens show for `Cc1ccc(F)c(NS(=O)(=O)c2c(C)nc3sc(C)nn23)c1`?
USP17 inh: 3; USP30 inh: 1; USP7 block: 3; USP28 inh: 0; USP10 inh: 4; UCHL1 block: 0; OTUD3 block: -2; USP8 block: 2

How did Cc1nc2c(c(=O)[nH]1)C(c1ccc3c(c1)OCO3)CC(=O)N2 (stereo unspecified) do in these assays?
USP17 inh: -2; USP30 inh: 0; USP7 block: 0; USP28 inh: -6; USP10 inh: 0; UCHL1 block: -1; OTUD3 block: -6; USP8 block: -12

What do the screens show for `O=C(CC(C(=O)Nc1ccc2c(c1)OCO2)C(=O)c1ccccc1)Nc1ccc(Cl)cc1F` (stereo unspecified)?
USP17 inh: 34*; USP30 inh: 59*; USP7 block: 6; USP28 inh: 19; USP10 inh: 14; UCHL1 block: 3; OTUD3 block: 25; USP8 block: 22

What do the screens show for `COc1ccc(OC)c(C2c3[nH]c4ccccc4c3C[C@@H]3C(=O)N(Cc4ccc5c(c4)OCO5)CC(=O)N23)c1` (stereo partly specified)?
USP17 inh: -16; USP30 inh: -147; USP7 block: -7; USP28 inh: -19; USP10 inh: -15; UCHL1 block: -5; OTUD3 block: -34; USP8 block: 3

Results for Cc1cc(C(=O)N2CCCCC2)c2c(=O)n(Cc3ccc(C#N)cc3)c(=O)n(C)c2n1 ?
USP17 inh: 1; USP30 inh: -13; USP7 block: -2; USP28 inh: -6; USP10 inh: 1; UCHL1 block: -2; OTUD3 block: -2; USP8 block: -2

Results for CCNc1c(NC(=O)c2ccccc2F)c(=O)oc2ccccc12 ?
USP17 inh: 8; USP30 inh: 21; USP7 block: 0; USP28 inh: 11; USP10 inh: 1; UCHL1 block: 1; OTUD3 block: 5; USP8 block: 9

Results for O=C(Oc1ccc(-n2cnnn2)cc1)c1ccccc1Br ?
USP17 inh: 33*; USP30 inh: 0; USP7 block: -11; USP28 inh: 2; USP10 inh: 6; UCHL1 block: -1; OTUD3 block: 3; USP8 block: 45*

How did O=CNC1CC2(CCCCC2)Oc2ccccc21 (stereo unspecified) do in these assays?
USP17 inh: -1; USP30 inh: -2; USP7 block: -1; USP28 inh: -2; USP10 inh: 2; UCHL1 block: 0; OTUD3 block: 0; USP8 block: 0

How did CCn1c(SCC(=O)N2c3ccccc3CC2C)nnc1-c1ccc2c(c1)OCCO2 (stereo unspecified) do in these assays?
USP17 inh: 21; USP30 inh: 73*; USP7 block: -3; USP28 inh: 3; USP10 inh: 0; UCHL1 block: 1; OTUD3 block: 3; USP8 block: -3

Results for CC(NC(=O)C(=O)c1cn(CC(=O)N2CCCCC2)c2ccccc12)c1ccccc1 (stereo unspecified) ?
USP17 inh: -6; USP30 inh: 4; USP7 block: -4; USP28 inh: 3; USP10 inh: 2; UCHL1 block: 4; OTUD3 block: -3; USP8 block: -42

Results for Cc1c(C2CCN(C(=O)NCc3ccc(F)cc3)CC2)noc1N ?
USP17 inh: -7; USP30 inh: -6; USP7 block: -1; USP28 inh: -6; USP10 inh: 1; UCHL1 block: -3; OTUD3 block: -6; USP8 block: -6

How did O=C(Nc1ncc2c(n1)-c1ccccc1CC2)c1cccs1 do in these assays?
USP17 inh: 1; USP30 inh: 1; USP7 block: 2; USP28 inh: 0; USP10 inh: 0; UCHL1 block: 1; OTUD3 block: 0; USP8 block: 2

How did Cc1cccc(-c2c3c(=O)n(C)c(=O)n(C)c3cn2CC2CCCO2)c1 (stereo unspecified) do in these assays?
USP17 inh: -23; USP30 inh: -19; USP7 block: 1; USP28 inh: -2; USP10 inh: -3; UCHL1 block: 0; OTUD3 block: 2; USP8 block: -197

What do the screens show for `CCc1ccc(NS(=O)(=O)c2c[nH]c3ccc([N+](=O)[O-])cc23)cc1`?
USP17 inh: 60*; USP30 inh: 66*; USP7 block: 5; USP28 inh: 25; USP10 inh: 14; UCHL1 block: 4; OTUD3 block: 13; USP8 block: 2

Results for CCC1(C)Cc2ccccc2-c2[nH]c(=O)n(-c3ccc(C)cc3)c(=O)c21 (stereo unspecified) ?
USP17 inh: 8; USP30 inh: 9; USP7 block: 7; USP28 inh: 12; USP10 inh: 5; UCHL1 block: 0; OTUD3 block: 10; USP8 block: -15

What do the screens show for `Cn1ccnc1C(NC(=O)c1cnn(Cc2ccccc2)c1)c1ccc(F)cc1` (stereo unspecified)?
USP17 inh: -1; USP30 inh: 15; USP7 block: 0; USP28 inh: 6; USP10 inh: 2; UCHL1 block: 2; OTUD3 block: 5; USP8 block: 5

Results for CCOC(=O)C1CCN(C(=O)CN(c2ccccc2)S(=O)(=O)c2ccccc2)CC1 ?
USP17 inh: -1; USP30 inh: -8; USP7 block: -2; USP28 inh: -1; USP10 inh: 1; UCHL1 block: -1; OTUD3 block: 4; USP8 block: 1

How did CC(C)C(=O)Nc1cc(S(=O)(=O)N2CCOCC2)ccc1N1CCCCC1 do in these assays?
USP17 inh: -19; USP30 inh: -33; USP7 block: -2; USP28 inh: -5; USP10 inh: -3; UCHL1 block: -3; OTUD3 block: 0; USP8 block: -94

Results for O=C(Nc1ccc(-n2cccc2)cc1)c1ccc(F)cc1 ?
USP17 inh: 12; USP30 inh: 28; USP7 block: 6; USP28 inh: 4; USP10 inh: 6; UCHL1 block: 0; OTUD3 block: 8; USP8 block: 20

How did COCCC(=O)NCc1ccc(-c2nc(C3CC3)ncc2-c2ccccn2)cc1 do in these assays?
USP17 inh: 2; USP30 inh: -9; USP7 block: -2; USP28 inh: -5; USP10 inh: -1; UCHL1 block: 0; OTUD3 block: -2; USP8 block: 10

What do the screens show for `CC(=O)N1CCCCC[C@@H]2N(C(=O)c3cnn(C)c3)[C@H](c3ccccc3)C[C@@]21C`?
USP17 inh: 12; USP30 inh: 11; USP7 block: 4; USP28 inh: 4; USP10 inh: 0; UCHL1 block: 0; OTUD3 block: 8; USP8 block: 15

How did Cc1ccc(C)c(NS(=O)(=O)c2c(C)[nH]c(C)c2C(=O)N2CCCC2)c1 do in these assays?
USP17 inh: -15; USP30 inh: -19; USP7 block: -18; USP28 inh: -24; USP10 inh: 1; UCHL1 block: -2; OTUD3 block: -20; USP8 block: -7

What do the screens show for `CC(=O)N1C[C@H]2C3(CCN(C(=O)c4cscn4)CC3)CC[C@@]2(C(=O)N(C)C)C1`?
USP17 inh: -16; USP30 inh: -22; USP7 block: 1; USP28 inh: -5; USP10 inh: -8; UCHL1 block: 1; OTUD3 block: -5; USP8 block: -91

What do the screens show for `CC(C)C(=O)N1Cc2ccccc2C2(CCNCC2)C1`?
USP17 inh: -2; USP30 inh: 8; USP7 block: 0; USP28 inh: 8; USP10 inh: 0; UCHL1 block: 3; OTUD3 block: 12; USP8 block: -36

Results for CN1C(=O)c2cc(NC(=O)CC3CCCC3)ccc2N2CCN=C12 ?
USP17 inh: -9; USP30 inh: -2; USP7 block: 3; USP28 inh: -9; USP10 inh: 1; UCHL1 block: 3; OTUD3 block: -3; USP8 block: -34

Results for c1ncc(Nc2nccc(C3CCN(Cc4ncc[nH]4)CC3)n2)cn1 ?
USP17 inh: 3; USP30 inh: 2; USP7 block: 3; USP28 inh: 7; USP10 inh: -2; UCHL1 block: -1; OTUD3 block: 11; USP8 block: 14

How did Cc1oc(-c2ccc(Cl)cc2)cc1C(=O)Nc1ccc(C(C)(C)C)cc1 do in these assays?
USP17 inh: -1; USP30 inh: 0; USP7 block: 0; USP28 inh: -6; USP10 inh: 1; UCHL1 block: 0; OTUD3 block: -3; USP8 block: 24

What do the screens show for `COc1cccc(CCC(=O)N2CCN(c3cc(C)n4cnnc4n3)CC2)c1`?
USP17 inh: -9; USP30 inh: -43; USP7 block: -2; USP28 inh: -14; USP10 inh: -10; UCHL1 block: -7; OTUD3 block: -13; USP8 block: -8

What do the screens show for `O=C(NCc1ccccc1Cl)c1cc(S(=O)(=O)N2CCC3(CC2)OCCO3)ccc1F`?
USP17 inh: 4; USP30 inh: 0; USP7 block: 2; USP28 inh: 16; USP10 inh: -2; UCHL1 block: 0; OTUD3 block: -2; USP8 block: -2

How did Cc1cccc(NS(=O)(=O)c2ccc3nnc(C)n3c2)c1 do in these assays?
USP17 inh: 4; USP30 inh: -4; USP7 block: 9; USP28 inh: 0; USP10 inh: -2; UCHL1 block: 1; OTUD3 block: 3; USP8 block: -18

How did Cc1nn2c(CN(C(=O)COc3ccccc3)c3ccccc3)nnc2c2ccccc12 do in these assays?
USP17 inh: -15; USP30 inh: -36; USP7 block: -1; USP28 inh: -2; USP10 inh: 1; UCHL1 block: 5; OTUD3 block: -5; USP8 block: -2

Results for c1ccc(-c2nc3cc(-c4noc(C5CCOC5)n4)ccc3o2)cc1 (stereo unspecified) ?
USP17 inh: -2; USP30 inh: 0; USP7 block: -7; USP28 inh: -7; USP10 inh: -2; UCHL1 block: -4; OTUD3 block: -11; USP8 block: 6

How did COc1cc(OC)c(C(=O)OCC(=O)Nc2ccc(S(=O)(=O)N3CCCCC3)cc2)cc1OC do in these assays?
USP17 inh: 7; USP30 inh: -15; USP7 block: 3; USP28 inh: -11; USP10 inh: 1; UCHL1 block: 3; OTUD3 block: -8; USP8 block: 3

Fetched by structure from the entries so far:
How did CC(C)(C)OC(=O)NCc1ccc(C(=O)Nc2ccc(CN3CCOCC3)cc2)cc1 do in these assays?
USP17 inh: -6; USP30 inh: -26; USP7 block: 1; USP28 inh: -9; USP10 inh: -1; UCHL1 block: -1; OTUD3 block: -9; USP8 block: -13

What do the screens show for `COc1ccc(C)cc1NC(=O)N1C[C@@H]2C[C@H]1C[C@@H]2NS(=O)(=O)c1ccccc1`?
USP17 inh: -24; USP30 inh: -77; USP7 block: -10; USP28 inh: -24; USP10 inh: -12; UCHL1 block: -11; OTUD3 block: -19; USP8 block: -2

What do the screens show for `O=C(CC(C(=O)Nc1ccc2c(c1)OCO2)C(=O)c1ccccc1)Nc1ccc(Cl)cc1F` (stereo unspecified)?
USP17 inh: 34*; USP30 inh: 59*; USP7 block: 6; USP28 inh: 19; USP10 inh: 14; UCHL1 block: 3; OTUD3 block: 25; USP8 block: 22

What do the screens show for `COc1cccc(CCC(=O)N2CCN(c3cc(C)n4cnnc4n3)CC2)c1`?
USP17 inh: -9; USP30 inh: -43; USP7 block: -2; USP28 inh: -14; USP10 inh: -10; UCHL1 block: -7; OTUD3 block: -13; USP8 block: -8

How did Cc1nn2c(CN(C(=O)COc3ccccc3)c3ccccc3)nnc2c2ccccc12 do in these assays?
USP17 inh: -15; USP30 inh: -36; USP7 block: -1; USP28 inh: -2; USP10 inh: 1; UCHL1 block: 5; OTUD3 block: -5; USP8 block: -2

What do the screens show for `CCc1ccc(NS(=O)(=O)c2c[nH]c3ccc([N+](=O)[O-])cc23)cc1`?
USP17 inh: 60*; USP30 inh: 66*; USP7 block: 5; USP28 inh: 25; USP10 inh: 14; UCHL1 block: 4; OTUD3 block: 13; USP8 block: 2
